Source: PubChem
PLK1 PBD inh: Plk1 (human) PBD binding inhibition; hit rate 0.13% among 97,000; inhibition, %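 (tested at about 20 µM)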; Plk1 PBD phosphopeptide binding, fluorescence polarization; AID 693; in the data active means inhibition above about 34%, passing the limit was not always enough
PTPN22 act: increases human PTPN22 phosphatase activity | Q9Y2R2 | recombinant LYP, DiFMUP fluorescence; 0 = plate median, 100 = signal doubled | activation, % at 2 µM | hit rate 0.11% among 96,000 | AID 697;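 active means activation at 2 µM above a set limit, the mean plus 5 SD, cut at about 37% in these data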
EphB4 antag: EphB4-ephrin-B2 interaction antagonism | P54760 | EphB4 LBD / TNYL-RAW-Alexa532 peptide, fluorescence polarization | inhibition, % at 7 µM | hit rate 0.15% among 97,000;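 active means inhibition above the screen-wide mean inhibition plus 3 SD, cut at about 15% in these data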;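 further: 0% = DMSO wells and 100% = excess unlabeled TNYL-RAW peptide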
Target sequence (P54760 whole entry, looked up, the tested form may be a part): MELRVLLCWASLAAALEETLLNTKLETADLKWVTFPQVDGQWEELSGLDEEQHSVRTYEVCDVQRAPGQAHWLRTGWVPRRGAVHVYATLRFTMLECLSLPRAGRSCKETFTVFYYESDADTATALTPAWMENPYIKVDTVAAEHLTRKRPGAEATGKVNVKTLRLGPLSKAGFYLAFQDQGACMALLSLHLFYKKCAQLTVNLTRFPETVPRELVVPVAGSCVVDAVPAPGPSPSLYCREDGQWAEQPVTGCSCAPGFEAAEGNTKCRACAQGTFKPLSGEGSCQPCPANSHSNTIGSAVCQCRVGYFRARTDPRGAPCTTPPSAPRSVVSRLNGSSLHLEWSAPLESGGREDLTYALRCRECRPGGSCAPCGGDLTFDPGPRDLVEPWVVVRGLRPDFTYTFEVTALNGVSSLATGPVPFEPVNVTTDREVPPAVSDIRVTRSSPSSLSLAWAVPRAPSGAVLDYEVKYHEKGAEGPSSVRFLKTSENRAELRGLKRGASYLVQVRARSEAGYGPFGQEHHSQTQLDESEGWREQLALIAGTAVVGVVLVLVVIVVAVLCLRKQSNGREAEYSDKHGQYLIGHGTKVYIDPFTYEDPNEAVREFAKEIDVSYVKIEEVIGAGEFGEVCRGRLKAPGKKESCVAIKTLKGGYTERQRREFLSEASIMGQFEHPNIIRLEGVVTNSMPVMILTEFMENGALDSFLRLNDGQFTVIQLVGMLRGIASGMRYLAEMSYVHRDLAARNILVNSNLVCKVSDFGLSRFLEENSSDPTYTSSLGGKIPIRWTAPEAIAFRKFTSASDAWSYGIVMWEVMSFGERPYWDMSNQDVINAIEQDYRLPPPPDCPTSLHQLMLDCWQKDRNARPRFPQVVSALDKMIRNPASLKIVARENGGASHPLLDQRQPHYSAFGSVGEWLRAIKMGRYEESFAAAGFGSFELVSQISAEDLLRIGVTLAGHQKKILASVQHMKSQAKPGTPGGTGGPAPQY
Pyk2 oligo antag: Pyk2 (human) oligomerization antagonism | Q293 cells, Pyk2 FERM NanoBiT luminescence; active compounds read low | AID 1347419 | hit rate 0.83% among 99,000 | Q14289 | z-score (the deposit names both 25 µM and 10 µM);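 active means Z-score of -3 or lower, scaled per plate to the spread of control and sample wells; inactive means z-score above -3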;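 further: negative z-score means lost luminescence so less FERM oligomerization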
PLK1 inh: PLK1 (human) kinase inhibition; recombinant PLK1 kinase, TR-FRET peptide phosphorylation; inhibition, % at 10 µM; AID 619; P53350; hit rate 0.53% among 97,000;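 active means inhibition of 50% or more in the single-concentration screen; inactive means inhibition below 50%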;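 further: 0% = DMSO max control and 100% = H-89 dihydrochloride min control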
LYP inh 2: LYP (human) phosphatase inhibition; recombinant LYP catalytic domain, DiFMUP fluorescence; inhibition, % at 2 µM; hit rate 0.21% among 96,000; AID 640;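 active means inhibition at 2 µM at or above a set limit, the screen mean plus 3 SD, cut at about 24% in these data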;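 further: 0% = DMSO with enzyme and 100% = enzyme fully blocked by orthovanadate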
HIV Rev-RRE inh: disrupts HIV-1 Rev binding to RRE RNA; P05866; Rev peptide-RRE RNA binding, FRET; inhibition, % at 8 µM; hit rate 0.79% among 97,000; AID 704;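 active means inhibition above the screen-wide mean plus 3 SD, cut at about 35% in these data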;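 further: 0% = median DMSO wells and 100% = median Neomycin B control wells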
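Material: labelled RRE RNA duplex and labelled Rev peptide / Buffer or medium: HEPES pH 7.5 salt buffer with EDTA / Compound dosing: single point, 8 µM final nominal compound concentration / Benchmarks: DMSO low control, neomycin B high control / Timing: 5 min preincubation and 15 min binding, 25 °C / Technique: FRET fluorescence readout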
FAK blocker: blocks human focal adhesion kinase activity; biochemical FAK kinase activity assay; inhibition, %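 (tested at 7 µM)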; hit rate 0.84% among 97,000; AID 727; in the data active means inhibition above about 19%;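 further: 0% = DMSO and 100% = reference compound high control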
F-actin modifier: modifiers of cytoskeleton assembly. HUVEC TNFa F-actin phalloidin imaging, high content. hit rate 0.18% among 91,000. inhibition, % at 2 µM;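 active means inhibition above the batch mean plus 3 SD and confirmed as a hit by visual image inspection, cut at about 30% in these data, passing the limit was not always enough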; further: strong numbers were not always called active
Numbers without * were called inactive; . = not tested or not shown.

The line under a structure holds: PLK1 PBD inh, PTPN22 act, EphB4 antag, Pyk2 oligo antag, PLK1 inh, LYP inh 2, HIV Rev-RRE inh, FAK blocker, F-actin modifier
> CCOc1ccc(NC(=O)CCS(=O)(=O)c2ccc3c(c2)CCCN3C(C)=O)cc1
  31.8, -3.3, -2.9, 0.24, -0.7, 1.6, 3.0, 0.2, 6.0
> Cc1ccc(-c2nnc3sc(-c4ccncc4)nn23)cc1
  9.6, -14.2, 0.6, 0.38, -10.3, 15.7, 14.6, 1.1, 10.4
> Cc1ccc(-c2noc(CNc3ccccc3)n2)cc1
  -14.2, 0.8, 2.1, -1.66, -4.5, -3.8, 9.3, 2.3, 0.7
> Cc1cc(/N=C/C=C2\N(C)c3ccccc3C2(C)C)n(CCC#N)n1
  -9.8, -2.3, -3.0, 1.87, -13.7, 1.3, 0.0, 0.0, -21.1
> O=C(CSCc1ccccc1Cl)NNC(=O)c1ccccc1
  -5.0, 6.4, 4.2, 1.06, -3.7, -4.0, 8.7, -2.8, 0.2
> O=C(N/N=C/c1ccc(O)cc1)/C(=C/c1ccc([N+](=O)[O-])cc1)NC(=O)c1ccccc1
  -6.0, -2.7, -1.9, -0.86, 11.5, 4.9, 0.4, 1.3, 14.3
> CC(C(=O)NCc1cccs1)n1cccc1 (stereo not given)
  18.7, -5.1, 3.6, -0.53, -5.5, 5.6, 3.7, -2.6, -33.5
> CCS(=O)(=O)N1CCC(NC(=O)C2CCCCC2)CC1
  16.8, -10.5, 9.1, -0.32, -9.1, 8.2, 7.6, 2.9, 1.9
> O=C(Nc1ccccc1)c1ccccc1OCC(O)CN1C(=O)c2ccccc2S1(=O)=O (stereo not given)
  -22.4, -9.1, 1.1, -1.41, 21.8, 7.1, 14.2, -0.8, 36.2
> CCSc1nnc(NC(=O)c2csc3c2CCCC3)s1
  -20.5, -4.4, -6.9, 0.8, -13.3, 6.0, 8.2, -0.9, 2.4
> Cn1c(N2CCCCC2)cc(=O)n(C)c1=O
  1.1, 9.1, 1.5, -0.07, -7.4, -11.9, 10.9, 2.1, 33.9
> CCn1c(=O)n(CC(=O)N(C)Cc2ccccc2)c(=O)c2ccccc21
  -1.3, 1.6, 2.6, -1.46, -9.8, -7.5, 0.1, 1.7, 9.9
> CCCCCn1c(=O)[nH]c2cc(C(=O)N3CCN(CC)CC3)ccc2c1=O
  21.1, -0.3, 2.0, -0.69, -3.3, 3.6, 1.5, 2.5, .
> CN1CCn2c1nc(N1CCCCC1)nc2=O
  27.8, -10.7, 8.0, 1.12, -4.0, 6.0, 5.4, -5.2, 23.8
> O=C(CCc1ccccc1)Nc1ccc(NC(=O)c2ccco2)cc1
  -3.5, 11.6, -7.5, -0.33, 6.3, -15.3, -2.0, -5.1, -5.4
> COC(=O)n1c(=S)oc2cc(Cl)ccc21
  -7.7, 4.8, -1.6, ., -2.9, -6.3, 2.1, -3.9, 17.6
> CCOC(=O)C(=O)/C(=C\N(C)C)c1onc(-c2ccccc2)c1C(=O)OC
  29.9, 10.5, -6.5, -0.03, -2.4, -7.1, -0.5, -8.1, 13.0
> Nc1ccc(-c2nc3ccc(N)cc3o2)cc1
  21.7, 3.3, 3.0, ., -21.6, -7.3, 11.8, -3.6, -7.7
> Cc1cc(OC(=O)c2ccc(Cl)cc2Cl)nc(C)n1
  -0.3, 5.3, -7.1, -0.05, -4.4, 0.2, 5.2, -0.2, -57.2
> CC(C)CN1C(=O)c2ccc(NC(=O)c3ccccc3F)cc2C1=O
  -34.3, 6.6, 2.5, -0.92, -13.2, -7.6, 4.3, -0.6, -19.9
> O=C(NC(Cc1ccccc1)C(=O)O)c1ccc(S(=O)(=O)N2CCCC2)cc1 (stereo not given)
  0.8, -1.9, -1.7, -0.55, -17.9, -1.4, 7.3, -3.3, 3.0
> COC(=O)c1ccccc1NC(=O)CCNC(=O)Cn1cnc2ccccc2c1=O
  -10.9, -3.7, -9.5, 0.15, -6.0, 1.4, -1.0, -1.0, 1.0
> N#CCSc1nnc(-c2ccccc2O)n1Cc1ccccc1
  -3.0, -4.2, -2.6, 5.22, -4.2, 1.8, -0.8, -0.9, 5.4
> CCn1c(SCC(=O)c2cc(C)n(C)c2C)nnc1-c1ccccc1
  1.0, -0.7, 0.4, 0.55, -6.7, 2.8, 0.8, -1.9, 45.7
> CCC(=O)N(CCCN(C)C)c1nc(-c2cc(OC)ccc2OC)cs1
  14.1, 0.9, 0.3, 0.48, 0.2, -2.7, 1.2, -1.2, 19.4
> COC(=O)c1ccc(Oc2nc3c(c(=O)n(C)c(=O)n3C)n2CCC(C)C)cc1
  6.9, -7.5, 1.7, -0.29, -8.2, 6.2, 4.5, -0.1, 12.9
> CSc1cccc(NC(=O)c2c(Cl)cnn2C)c1
  -14.1, 2.8, -4.8, 0.39, -12.1, -1.2, 3.3, 3.4, 17.9
> CCOC(=O)c1ccc(NC(=O)CSc2nnc(COc3ccccc3)n2C)cc1
  -22.5, 11.6, 0.1, 1.54, -10.2, -9.8, 4.1, -0.4, -23.4
> CC(=O)NC(C)(C)C1CC=C(C)/C(=N\O)C1 (stereo not given)
  -18.1, 2.3, -5.8, 0.39, 0.2, -5.5, 0.0, -0.8, -1.0
> Cc1ccc(S(=O)(=O)NCC23C=CC(O2)C2C(=O)N(c4ccccc4)C(=O)C23)cc1 (stereo not given)
  -9.8, -10.2, 8.3, -0.06, -1.0, 8.9, 8.6, -3.0, 1.8

Some of these compounds in order of formula weight, ascending:
The line under a structure holds: PLK1 PBD inh, PTPN22 act, EphB4 antag, Pyk2 oligo antag, PLK1 inh, LYP inh 2, HIV Rev-RRE inh, FAK blocker, F-actin modifier
> CCS(=O)(=O)N1CCC(NC(=O)C2CCCCC2)CC1
  16.8, -10.5, 9.1, -0.32, -9.1, 8.2, 7.6, 2.9, 1.9
> N#CCSc1nnc(-c2ccccc2O)n1Cc1ccccc1
  -3.0, -4.2, -2.6, 5.22, -4.2, 1.8, -0.8, -0.9, 5.4
> CCSc1nnc(NC(=O)c2csc3c2CCCC3)s1
  -20.5, -4.4, -6.9, 0.8, -13.3, 6.0, 8.2, -0.9, 2.4
> O=C(CSCc1ccccc1Cl)NNC(=O)c1ccccc1
  -5.0, 6.4, 4.2, 1.06, -3.7, -4.0, 8.7, -2.8, 0.2
> CCn1c(SCC(=O)c2cc(C)n(C)c2C)nnc1-c1ccccc1
  1.0, -0.7, 0.4, 0.55, -6.7, 2.8, 0.8, -1.9, 45.7
> CCCCCn1c(=O)[nH]c2cc(C(=O)N3CCN(CC)CC3)ccc2c1=O
  21.1, -0.3, 2.0, -0.69, -3.3, 3.6, 1.5, 2.5, .
> CCC(=O)N(CCCN(C)C)c1nc(-c2cc(OC)ccc2OC)cs1
  14.1, 0.9, 0.3, 0.48, 0.2, -2.7, 1.2, -1.2, 19.4
> CCOC(=O)c1ccc(NC(=O)CSc2nnc(COc3ccccc3)n2C)cc1
  -22.5, 11.6, 0.1, 1.54, -10.2, -9.8, 4.1, -0.4, -23.4

Later entries:
The line under a structure holds: PLK1 PBD inh, PTPN22 act, EphB4 antag, Pyk2 oligo antag, PLK1 inh, LYP inh 2, HIV Rev-RRE inh, FAK blocker, F-actin modifier
> C=CCn1c(-c2cccn(Cc3ccccc3)c2=O)n[nH]c1=S
  10.1, -1.5, 2.8, 0.46, -11.4, 4.1, 2.9, 4.0, 26.0
> CCN1C(=O)CC(N2CCN(C(c3ccccc3)c3ccccc3)CC2)C1=O (stereo not given)
  -17.4, 1.7, -2.0, 0.14, -5.4, -2.3, 8.6, -1.0, -14.8
> O=C(Nc1cnc2ccccc2c1)C1COc2ccccc2O1 (stereo not given)
  -13.2, -28.7, -1.9, -0.28, -8.6, 28.2*, 3.8, 2.0, 13.8
> Cn1c(SC/C=C/c2ccccc2)nnc1-c1cnccn1
  -5.7, -3.6, 4.1, 0.14, -3.9, 3.6, 4.0, 1.5, 0.2
> Cc1c(NC(=O)c2ccc3c(c2)OCO3)cccc1-c1nc2ncccc2o1
  -16.1, 4.2, -2.2, ., -0.3, -7.7, 2.6, -4.3, 8.3
> CC(C)Oc1cccc(-c2cc(C(=O)N3CCN(S(C)(=O)=O)CC3)c3ccccc3n2)c1
  -15.4, 6.9, 4.1, 0.05, 3.8, -3.4, 3.4, -2.8, -14.0
> C=CCOc1c(CNc2cccc(C(=O)O)c2)cccc1OC
  -0.3, -1.5, 0.7, -0.09, -12.5, 1.5, 4.8, -2.9, -0.1
> CCOc1cc(-c2c(C)c(C)nc(N)c2C#N)ccc1O
  -21.0, -4.2, -2.2, 0.14, -2.7, 3.6, 0.4, 2.1, -5.5
> CCN(CCNC(=O)CN(C)S(=O)(=O)c1cccc2nsnc12)c1ccccc1
  -18.8, -0.9, 1.5, 0.43, 4.4, 0.0, 3.6, -1.1, -9.3
> Cc1nc2ncnn2c(C)c1CCC(=O)N1CCN(C(=O)c2ccco2)CC1
  8.7, -2.2, -0.8, 0.87, 8.6, -1.2, 4.7, -8.9, -39.6
> O=C(NCCN1CCOCC1)C1CCN(Cc2ccccc2O)CC1
  4.7, -0.3, 0.7, 0.59, -1.6, 2.7, 11.6, -2.1, 1.9
> CN1CCN(c2ccc(Cl)cc2NS(=O)(=O)c2ccccc2Cl)CC1
  7.3, 1.1, -1.6, -0.49, -5.0, -3.6, -0.5, 0.3, -14.5
> COc1ccc(CC(=O)NCc2ccccn2)cc1OC
  -38.7, -7.6, -3.6, -0.54, -13.8, 7.4, 2.3, -2.4, 3.5
> CC1(O)N(Cc2ccccc2)C(=O)OC12CCCCC2 (stereo not given)
  1.2, -7.2, 0.5, 0.04, -10.1, 4.0, 2.2, 0.7, 4.5
> COc1ccc(Cn2nnnc2C(c2cccs2)N2CCSCC2)cc1 (stereo not given)
  -31.5, 1.9, -2.2, -0.4, 5.2, -4.9, 6.1, -12.7, -103.0
> O=C(CN1C(=O)C2CC=CCC2C1=O)NCC1COc2ccccc2O1 (stereo not given)
  2.3, -2.6, 3.8, 0.12, -6.4, 5.2, 9.6, 2.9, -3.7
> CCOC(=O)C(C(=O)N(C)C)c1ncc(C(F)(F)F)cc1Cl (stereo not given)
  -22.8, -4.3, 0.9, 0.27, -11.7, 8.1, 1.4, 78.5*, 9.3
> CCCCOc1nc(N)nc(-c2ccccc2)n1
  3.1, -4.8, -0.3, -2.12, -3.4, -0.2, -2.7, 2.1, -7.4
> COc1ccc(C(c2nnnn2CS(=O)(=O)c2ccc(C)cc2)N2CCN(Cc3ccccc3)CC2)cc1 (stereo not given)
  -0.1, -3.5, -0.2, 0.98, -11.5, 3.0, 0.0, -0.7, 18.2
